XIAP antagonists – XIAP antagonists, biochemical, IAP family, fluorescence polarization (AID 1018); XIAP BIR domain, fluorescence polarization peptide displacement; higher % means a stronger effect; displacement, % at 20 µM; hits with a dose series show IC50 in µM; hit rate 0.007% among 200,000; in the data active = displacement above about 50%; also: a part of the inactive calls stands beside numbers as strong as those of hits
West Nile antiviral – West Nile virus antiviral activity, cell-based, CPE readout (AID 1621) | West Nile virus-infected cells, CPE inhibition; higher % means a stronger effect | CPE inhibition, % at 10 µM; hits with a dose series show IC50 in µM | hit rate 0.02% among 290,000; in the data active = a potency from the dose series; inconclusive = CPE inhibition mostly from about 3.7% at the one dose, without a potency; inactive = the rest, 99 in 100 with CPE inhibition below about 2.2%; also: strong numbers were not always called active
CSM14.1 death rescue – protection against thapsigargin-triggered cell killing – 384-well, CSM14.1, ATP luminescence, primary screen (AID 1222). CSM14.1 thapsigargin-induced death rescue, ATP luminescence; higher % means a stronger effect. one-dose cellular ATP content (survival), % at 20 µM; EC50 in µM for titrated hits. 190,000 tested, under 10 active;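 active = EC50 below 50 µM in the dose-response confirmation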;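 also: death triggered by thapsigargin at about 15 µM added after 2 h compound pretreatment; cell ATP read after overnight thapsigargin exposure of roughly 18 to 22 hours; normalized against plate controls of thapsigargin alone and 5% DMSO vehicle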
Large T inhibition – TAg ATPase/helicase activity blockers – biochemical (AID 1903); SV40 large T antigen ATPase/helicase inhibition assay; higher % means a stronger effect; inhibition, % at 20 µM; hits with a dose series show IC50 in µM; hit rate 0.39% among 310,000; in the data active = a potency from the dose series; inconclusive = inhibition mostly from about 32% at the one dose, without a potency; inactive = the rest, 99 in 100 with inhibition below about 32%; also: strong numbers were not always called active
UTI89 phage lysis – inhibition of K1F phage lysis, E. coli UTI89, bacterial capsule biogenesis inhibitors, alamar blue (AID 488966) | hit rate 0.02% among 340,000 | E. coli UTI89 K1F phage lysis, alamar blue, 2 h; higher % means a stronger effect | inhibition, % at 100 µM, or IC50 in µM where a hit was titrated;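 active = phage lysis inhibition, versus mean bacterial control, above a set limit; inconclusive = no clear call, values can overlap the other calls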;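 also: capsule biogenesis inhibitors block K1F phage lysis so surviving cells raise fluorescence; higher fluorescence means more inhibition of phage lysis; actives were called in the ten point dose series up to 300 µM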
RSV antiviral HEp-2 – RSV antiviral activity via CPE protection, HEp-2 cells, primary 10 µM value included (AID 2391). CPE inhibition, % at 10 µM, or IC50 in µM where a hit was titrated. HEp-2 cells, RSV-induced CPE inhibition; higher % means a stronger effect. hit rate 0.13% among 310,000; in the data active = a potency from the dose series; inconclusive = CPE inhibition mostly from about 23% at the one dose, without a potency; inactive = the rest, 99 in 100 with CPE inhibition below about 21%; also: strong numbers were not always called active
Dengue-2 NS5 capping – flavivirus cap methylation enzyme inhibition – biochemical, confirmation dose response, primary screen (AID 588689); Dengue-2 NS5 methyltransferase capping enzyme assay, biochemical; higher % means a stronger effect; inhibition, % at 25 µM; hits with a dose series show IC50 in µM; hit rate 0.3% among 340,000; in the data active = a potency from the dose series; inconclusive = inhibition above about 29% without an active follow-up result
WT yeast gro inh – growth inhibition of WT yeast, mitochondrial fusion screen; mitochondrial fusion phenotypic screen, WT strain; inhibition, % at 10 µM; hit rate 2.1% among 190,000; in the data active = inhibition above about 58%; tested in S. cerevisiae
Yfh1-off respiration – mitochondrial function rescue without frataxin homolog – Friedreich's ataxia, plus single-dose screen, dose response (AID 1465). S. cerevisiae Yfh1-off respiration, WST-1 reduction, 72 h; higher fold induction means a stronger effect. one-dose fold induction at 50 µM; EC50 in µM for titrated hits. hit rate 0.074% among 220,000;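 active = fold induction of absorbance versus untreated yeast above a set limit, then at least 30% activation at any dose in follow-up; inconclusive = repeats straddling the limit, or above it without dose testing; inactive = fold induction below the set limit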;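 also: activators that raise dye reduction in frataxin-depleted yeast; strong numbers were not always called active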
WT yeast gro inh mutant strain – second read-out of WT yeast gro inh, no call of its own (marks repeat the call); inhibition, %; mitochondrial fusion phenotypic screen, mutant strain inhibition
Dengue-2 NS5 capping pilot replicate – recorded beside Dengue-2 NS5 capping, whose call it bears; inhibition, %; measured here: pilot screen replicate inhibition
Active calls of the source: *; i = inactive; ? = inconclusive; . = not tested or not shown; [ ] = another dose, or the depositor's remark.

SMILES	XIAP antagonists	West Nile antiviral	CSM14.1 death rescue	Large T inhibition	UTI89 phage lysis	RSV antiviral HEp-2	Dengue-2 NS5 capping	WT yeast gro inh	WT yeast gro inh mutant strain	Yfh1-off respiration	others
CCC(=O)c1ccc(OCC(=O)N2CCN(c3ncccn3)CC2)cc1	.	.	.	14%	1.0%[50 µM]	-1.5%	-1%	.	.	.
CCOC(=O)C1=C(C)OC(N)=C(C#N)C1c1cc2ccccc2nc1N1CCCCC1 (stereo not drawn)	-0.2%	-0.1%	-0.2%	3%	.	0.3%	.	10	9	i
CCOC1=C/C(=C/c2c(N)n3oc(C)cc3nc2=O)C=CC1=O	-5.6%	0.3%	-5.3%	23%	.	2.7%	.	9	13	i
CN(C)C(=O)CN1CCN(c2nc3nonc3nc2N2CCCCC2)CC1	-1.9%	-0.1%	0.3%	4%	0.3%	-0.8%	-5%	3	3	i
CCOC(=O)C1C(=O)CC(C)(O)C(C(=O)OCC)C1c1cccc(OC(F)(F)C(F)F)c1 (stereo not drawn)	1.7%	-0.6%	-0.3%	2%	0.8%	0.3%	-6%	-4	-2	i
COc1ccc(Cc2nc3ccc(C(=O)NCc4ncc(C)[nH]4)cc3o2)cc1OC	.	0.0%	.	-4%	0.1%	-2.6%	14%	.	.	.
COc1ccc(C2C=C(c3ccccc3)Nc3nc(CCCO)nn32)cc1 (stereo not drawn)	-0.2%	0.0%	-1.2%	20%	.	5.5%	.	22	8	i
Cc1[nH]n(-c2ncc(-c3ccccc3)s2)c(=O)c1C(c1ccc(Cl)cc1)C(C#N)C#N (stereo not drawn)	-7.5%	-1.3%	1.3%	36%	1.6%[50 µM]	9.1%	32µM*	8	19	i
Cc1ccc(Cl)cc1NC(=S)N(CCCN1CCOCC1)Cc1ccco1	0.2%	-0.9%	0.2%	13%	0.4%	-0.8%	-7%	-14	12	i
CN(C)c1ccc(-c2nn3c(-c4ccccc4Cl)nnc3s2)cc1	0.0%	-0.6%	0.7%	11%	0.3%	0.4%	-7%	7	0	i
Cc1ccccc1C1=NC(C(F)(F)F)(C(F)(F)F)c2c(n(C)c(=O)n(C)c2=O)N1	-1.2%	-0.6%	-1.2%	17%	4.0%	39%	-5%	-4	-1	i
Fc1cccc(-c2csc(-c3ccno3)n2)c1	.	-0.6%	.	8%	-2.0%	5.3%	2%	.	.	i
Cc1ccc(-n2c(CSc3nc(C)cc(C)n3)n[nH]c2=S)cc1	3.5%	2.1%	0.0%	8%	.	-0.1%	.	-5	2	i
Cc1nnc(NC(=O)c2cc(-c3ccco3)nc3ccccc23)s1	.	.	.	49%	0.9%	-1.1%	1%	.	.	.
CCN(CC(=O)Nc1ccc(NC(C)=O)cc1)C(=O)/C=C/c1cn(-c2ccccc2)nc1-c1ccc(F)cc1	.	.	.	3%	0.7%[50 µM]	1.9%	-7%	.	.	.
COCC(COS(N)(=O)=O)Cc1ccccc1 (stereo not drawn)	.	-0.1%	.	14%	1.3%	0.8%	-6%	.	.	.
CC(C)Cc1nnc(NC(=O)C23CC4CC(CC(C4)C2)C3)s1	.	-0.8%	.	2%	0.1%	20%	-5%	.	.	.
Cc1cc(C(F)(F)F)nn1CC(=O)NNC(=S)Nc1ccc(F)cc1	-7.6%	0.5%	-1.1%	10%	i	.	-7%	-10	-7	i
COCCCn1cc(C(=O)c2cc(OC)ccc2OCC(=O)Nc2cc(C)on2)cc(C#N)c1=O	2.9%	0.0%	1.7%	6%	0.1%	-1.1%	1%	-12	5	i
CN(C)N1C(=O)CC(N2CCCCC2)C1=O (stereo not drawn)	-4.5%	0.5%	.	9%	0.3%	2.5%	-9%	0	9	i

The last two records of the part above open the next one:
SMILES	XIAP antagonists	West Nile antiviral	CSM14.1 death rescue	Large T inhibition	UTI89 phage lysis	RSV antiviral HEp-2	Dengue-2 NS5 capping	WT yeast gro inh	WT yeast gro inh mutant strain	Yfh1-off respiration	others
COCCCn1cc(C(=O)c2cc(OC)ccc2OCC(=O)Nc2cc(C)on2)cc(C#N)c1=O	2.9%	0.0%	1.7%	6%	0.1%	-1.1%	1%	-12	5	i
CN(C)N1C(=O)CC(N2CCCCC2)C1=O (stereo not drawn)	-4.5%	0.5%	.	9%	0.3%	2.5%	-9%	0	9	i
CN(C)C(CNC(=O)c1c(F)cccc1Cl)c1ccco1 (stereo not drawn)	.	-0.4%	.	12%	0.2%	1.6%	-2%	.	.	.
CCCCc1nc(C(N)=O)c2[nH]c(=O)n(-c3ccc(OC)c(OC)c3)c2n1	.	0.8%	.	12%	0.4%	0.3%	-6%	.	.	.
c1ccc(Cc2noc(CN3CCC(CN4CCOCC4)CC3)n2)cc1	-9.4%	-0.1%	-1.2%	57%	-0.1%	-2.1%	2%	9	-7	i
C/C(=N/N=C(/C)c1cccs1)c1cccs1	.	0.0%	.	2%	0.1%	0.5%	-1%	.	.	.
Cc1nc2ccccc2n1Cc1ccccc1	.	-2.0%	.	23%	0.3%	0.1%	6%	.	.	.	Dengue-2 NS5 capping pilot replicate=-1.2
COc1ccc(CNC(=O)Cn2ccc3cc(S(=O)(=O)N4CCCC4)ccc32)cc1OC	.	0.4%	.	5%	-0.1%	1.8%	1%	.	.	.
CCOCCCNC(=O)C1CCN(Cc2ccc(OCc3ccccc3)c(OC)c2)CC1	.	-0.8%	.	9%	-0.1%	1.4%	-5%	.	.	.
Cn1c(NCc2cccnc2)nc2c1c(=O)n(Cc1ccccc1F)c(=O)n2C	2.1%	-0.6%	-2.7%	2%	0.3%	0.7%	6%	-10	-12	i	Dengue-2 NS5 capping pilot replicate=-2.1
Nc1nc2c(s1)CCCCCCCCCC2	.	-0.4%	.	12%	.	6.0%	.	.	.	i
CS(=O)(=O)n1nc(OC(=O)c2cc(Br)ccc2Cl)cc1N	1.1%	1.0%	1.3%	8%	0.3%	2.4%	-25%	1	5	i
O=C(N/C(=C/c1ccccc1)C(=O)N1CCOCC1)c1ccc([N+](=O)[O-])cc1	-7.6%	-0.2%	4.5%	5%	0.3%	1.8%	-1%	3	1	i
O=S(=O)(c1ccc(F)cc1)N1CCN(c2ncnc3c2cnn3-c2ccccc2)CC1	-2.5%	-0.3%	-1.1%	3%	-0.1%	2.6%	-1%	-3	5	i
COc1cccc2cc(C(C)N(CCCN3CCOCC3)C(=S)Nc3cccc(C)c3)oc12 (stereo not drawn)	-5.2%	-0.9%	.	5%	-0.1%	3.1%	-2%	18	21	i
O=C(Nc1cccc(-c2ccc(N3CCOCC3)nn2)c1)c1ccc(F)cc1F	.	.	.	25%	0.1%[50 µM]	0.6%	2%	.	.	.
CC(C)=C1C2CCC1C1C(=O)N(c3nccs3)C(=O)C21 (stereo not drawn)	-2.5%	1.1%	-1.1%	7%	-2.7%	2.4%	-6%	4	-13	i
CC1CCCCN1C(=O)c1ccc(Br)o1 (stereo not drawn)	.	0.4%	.	8%	0.2%	2.6%	-7%	.	.	.
CCOc1ccc(N=C2SCCCN2C(=O)c2c(CC)noc2C)cc1	.	-0.1%	.	3%	1.2%[50 µM]	1.9%	-4%	.	.	.
COc1ccc(CN(C)C2CCN(C)CC2)cc1OC	.	0.3%	.	2%	1.9%	0.0%	.	.	.	.
Oc1ccc(Cl)cc1C=Nc1ccc(Br)cc1	-3.5%	0.3%	-5.8%	2%	2.7%	-0.1%	-8%	-7	4	i
CCSc1nnc(NC(=O)[C@@H](NC(=O)c2cc(OC)cc(OC)c2)C(C)C)s1	-3.7%	-0.7%	-0.8%	8%	-1.2%	1.9%	-1%	-10	2	i
CCOc1ccc(-n2c(-c3ccccc3)nnc2-c2ccccc2)cc1	-16%	-1.1%	-2.4%	7%	4.6%	5.9%	4%	9	-8	i
CN(C)S(=O)(=O)c1cccc(C(=O)c2nccn2C)c1	-6.6%	0.2%	0.5%	14%	0.1%	-0.8%	-5%	1	7	i
COc1ccc(C(=O)CC(=O)c2ccc(C)cc2)c(O)c1	.	1.0%	.	12%	-0.6%	5.9%	2%	.	.	.
O=C(CSc1ncccn1)NC(=O)NCc1ccccc1	-4.5%	0.3%	.	0%	-0.1%	2.1%	-6%	-8	-3	i
O=C(CNC(=O)c1ccc(Br)o1)Nc1cccc(-c2cnc3ccccc3n2)c1	-5.2%	-0.3%	-4.9%	1%	0.3%	-1.1%	3%	12	1	i
CCCCn1c(SCC(=O)N(CC)C2CCS(=O)(=O)C2)nnc1C(CC)N(C)C (stereo not drawn)	-0.8%	-0.1%	3.2%	6%	1.4%	1.1%	3%	-13	-3	i
C/C(Cc1ccccc1)=N\NC(=O)CNC(=O)c1ccc(F)cc1	.	-0.2%	.	6%	0.3%	2.1%	10%	.	.	.
NC(=O)c1ccccc1N/C=C/C(=O)c1ccc(F)cc1	-1.9%	.	-2.6%	3%	1.3%	.	-8%	-3	2	.
COCCCNC(=O)C1CCC(=O)N(c2ccc3c(c2)OCO3)C1c1ccc(OC)cc1 (stereo not drawn)	.	-0.6%	.	21%	0.1%	1.7%	-8%	.	.	.
Cc1cc(C(=O)C(C)Sc2cccc[n+]2[O-])c(C)n1-c1ccc(Cl)cc1 (stereo not drawn)	-8.6%	-0.9%	-1.0%	0%	0.9%	0.6%	-2%	-15	-28	i
COc1ccccc1CNC(=O)c1ccc(N2CCOCC2)c([N+](=O)[O-])c1	-14%	-1.2%	-1.6%	-9%	0.5%	3.5%	0%	3	-29	i
COc1ccc(NC(=O)Nc2nnc(-c3ccncc3)s2)cc1	-0.6%	-1.4%	-2.0%	8%	-0.3%	?	-23%	-15	3	i
Cc1c(Cl)c([N+](=O)[O-])nn1CC(=O)NC12CC3CC(CC(C3)C1)C2	-5.0%	0.3%	1.2%	-3%	10%	1.3%	-3%	-25	16	i
COc1ccccc1NC(=O)CC(NCCN(C)C)C(=O)O (stereo not drawn)	-6.5%	-0.1%	-0.7%	4%	0.1%	1.0%	-5%	0	-5	i
CCc1ccc2c(c1)C(c1ccc(N3CCOCC3)cc1)=NNC(c1ccncc1)=N2	-5.4%	-1.5%	4.5%	9%	-0.3%	2.7%	-4%	68*	41*	i
Cc1cccc(NC(=O)CSc2nnc(CNC(=O)c3ccc(S(=O)(=O)N(C)C)cc3)n2-c2ccccc2)c1	-9.2%	0.4%	0.2%	14%	0.5%	1.2%	0%	-6	-12	i
CCN(CC)S(=O)(=O)c1ccc(C(=O)NCC(=O)NC2CC2)cc1	.	.	.	11%	0.5%[50 µM]	0.2%	-7%	.	.	.
CCCCNC(=O)OC1CCS(=O)(=O)C1 (stereo not drawn)	-2.9%	0.0%	0.4%	-8%	3.8%	0.7%	2%	15	-2	i
CCN(CC)c1ccc(C=Nc2ccc(N(C)C)cc2)c(O)c1	-9.8%	-0.1%	1.4%	18%	0.7%	4.7%	-34%	16	17	i

Assay outcomes deposited in PubChem by several laboratories.
